Compound activity: PubChem BioAssay, National Center for Advancing Translational Sciences (NCATS)
LMNA splice mod: modulators of lamin A splicing; hit rate 0.01% among 200,000; AID 1487; Potency, µM (highest dose often 46.1 µM), inactives show at the top dose ratio change, negative = inhibition, hits mostly inhibitors; HeLa LMNA splicing GFP/RFP minigene ratio, 48 h; active means well fitted inhibition curve with a large enough effect in the signal ratio, with a control signal flat, not every such curve was filed as active; inconclusive means small, poorly fitted or top-dose-only effect, or effect the other way, or a change in a side signal; the % refers to the signal ratio
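Read-out is the ratio of GFP to DsRed2 object intensity, acquired by 488 nm laser-scanning cytometry on HeLa lamin A-EGFP minigene reporter cells. Compound incubation 48 hrs at 37 °C in Opti-MEM with 2% FBS; DMSO 0.5% final.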
* = called active by the depositor; ? = inconclusive; [ ] = dose if it differs, or a comment. On the % scale 0 is the no-effect control and ±100 the full control effect; potency means the concentration at half of the fitted maximal effect.

SMILES	LMNA splice mod
Fc1ccc(-c2noc3ncnc(NCc4ccc(Cl)cc4)c23)cc1	5.3%[46 µM]
O=C(CSc1nc(-c2ccccc2)cn1-c1ccccc1)Nc1ccccc1	-0.5%[46 µM]
CC(C)C1C(=O)Nc2ccc(S(=O)(=O)NCCc3ccc(Cl)cc3)cc21 (stereo unspecified)	-7.0%[46 µM]
CCCCOc1ccc(C(=O)NCCS(=O)(=O)N2CCN(c3ccccc3OC)CC2)cc1	-3.3%[46 µM]
CN(C(=O)c1cnc(N2CCOCC2)c2ccccc12)c1ccccc1F	9.3%[46 µM]
COc1ccc(-c2ccc(CNc3ccc4[nH]c(=O)[nH]c4c3)o2)cc1Cl	?
COc1cccc(C(=O)Nc2cccc(-c3cn4c(C)csc4n3)c2)c1OC	-23.4%[46 µM]
CCOc1ccc(C(=O)N2CCN(Cc3cc(=O)n4nc(-c5ccccc5Cl)sc4n3)CC2)cc1	?
CCN(C(=O)c1cc(S(=O)(=O)N2CCCC2)cn1C)c1ccc(OC)cc1	0.4%[46 µM]
CC1CCCCN1S(=O)(=O)c1cc2c3c(c1)CC(=O)N3CCC2 (stereo unspecified)	?
Cc1cc(C(=O)NCc2ccccc2C)c2c(C)nn(-c3cccc(F)c3)c2n1	7.8%[46 µM]
O=C(Nc1ccc(F)cc1F)c1cc(S(=O)(=O)N2CCCCC2)c[nH]1	7.9%[46 µM]
COc1cccc(C2=CC(c3ccc(OC)c(OC)c3OC)n3ncnc3N2)c1 (stereo unspecified)	-18.9%[46 µM]
COc1ccc(NC(=O)c2nc(-c3ccc(C)cc3)n3c2CCCCC3)cc1	5.7%[46 µM]
O=C(C1COc2ccccc2O1)N(Cc1cccnc1)c1nc2c(F)cc(F)cc2s1 (stereo unspecified)	-5.3%[46 µM]
CC(=O)Nc1ccc(S(=O)(=O)N2CCC(n3c(C)nc4cccnc43)CC2)cc1	4.3%[46 µM]
Cc1ccc(S(=O)(=O)c2nnn3c2nc(N2CCN(c4ccccc4F)CC2)c2ccccc23)cc1C	7.1%[46 µM]
CCOc1ccc(N2CC(NC(=O)c3ccco3)CC2=O)cc1 (stereo unspecified)	9.6%[46 µM]
Cc1ccc(C)c(NC(=O)N2CCN(c3nnc(C)c4c(C)n(-c5ccccc5)nc34)CC2)c1	?
CCOC(=O)C1CCN(C(=O)c2ccccc2NC(=O)c2nsc3ccccc23)CC1	?

Next part, starting with the last 4 of the part before.
SMILES	LMNA splice mod
Cc1ccc(S(=O)(=O)c2nnn3c2nc(N2CCN(c4ccccc4F)CC2)c2ccccc23)cc1C	7.1%[46 µM]
CCOc1ccc(N2CC(NC(=O)c3ccco3)CC2=O)cc1 (stereo unspecified)	9.6%[46 µM]
Cc1ccc(C)c(NC(=O)N2CCN(c3nnc(C)c4c(C)n(-c5ccccc5)nc34)CC2)c1	?
CCOC(=O)C1CCN(C(=O)c2ccccc2NC(=O)c2nsc3ccccc23)CC1	?
COc1ccc(S(=O)(=O)NCCc2sc(-c3cccc(F)c3)nc2C)cc1	10.5%[46 µM]
O=C(COc1ccccc1)Nc1cccc(-c2cn3cccnc3n2)c1	-9.9%[46 µM]
CCCn1c2ccccc2c2cnn(CC(=O)NCCc3ccc(C)cc3)c(=O)c21	11.6%[46 µM]
CCOc1ccc(CNC(=O)c2ccc3c(c2)sc2nc(-c4ccccc4)cn23)cc1	1.8%[46 µM]
O=C(NCc1ccc2c(c1)CCN2C(=O)c1ccncc1)c1ccccc1Br	7.8%[46 µM]
Cc1ccc(CCNC(=O)c2ccc(CS(=O)(=O)Cc3cccc(C)c3)o2)cc1	?
CC(=O)N1c2ccccc2CC1C(=O)N1CCN(c2cccc(C)c2C)CC1 (stereo unspecified)	-0.2%[46 µM]
CCc1ccc(NC(=O)Cn2ccn(Cc3ccccc3OC)c(=O)c2=O)cc1	?
COc1ccc(C)cc1NC(=O)C1CCN(S(=O)(=O)c2ccc3[nH]c(=O)oc3c2)CC1	-15.3%[46 µM]
CCC(Sc1nc2ccccc2c2nc(CCn3c(C)nc4ccccc43)nn12)C(=O)Nc1ccc(F)cc1 (stereo unspecified)	-3.5%[46 µM]
Cc1ccc(S(=O)(=O)C(CNC(=O)C(=O)NCCc2ccccc2)c2ccco2)cc1 (stereo unspecified)	?
Cc1cc(C)cc(N2C(=O)CSC23C(=O)N(CC(N)=O)c2ccccc23)c1 (stereo unspecified)	?
CCN(CCN(C)C)C(=O)Cn1ncc2c([nH]c3ccc(C)cc32)c1=O	8.5%[46 µM]
COc1ccc(C)c2sc(NC(=O)c3ccc(S(=O)(=O)N4CCOCC4)cc3)nc12	?
COc1ccc(Cn2c(CNS(=O)(=O)c3ccc(C)c(C)c3)nc3cccnc32)cc1	-7.8%[46 µM]
O=S(=O)(Nc1ccccc1C(F)(F)F)c1ccc(N2CCCCS2(=O)=O)cc1	20.1%[46 µM]
O=C(CSc1nc2ccccc2n1Cc1ccc(F)cc1)N1CCN(c2ccc(F)cc2)CC1	13.4%[46 µM]
COc1cc(OC)c(-c2cc(C(=O)NCc3ccc(F)cc3)c3c(-c4ccccc4)[nH]nc3n2)cc1OC	?
CC(=O)N1CCOc2cc(S(=O)(=O)NCc3ccccc3Cl)c(C)cc21	-0.1%[46 µM]
CCOc1ccccc1NC(=O)Cn1c(=O)oc2cc(S(=O)(=O)NCc3ccccc3)ccc21	10.8%[46 µM]

Some of the entries so far, in markdown.
| SMILES | LMNA splice mod |
| --- | --- |
| O=S(=O)(Nc1ccccc1C(F)(F)F)c1ccc(N2CCCCS2(=O)=O)cc1 | 20.1%[46 µM] |
| CC(=O)N1CCOc2cc(S(=O)(=O)NCc3ccccc3Cl)c(C)cc21 | -0.1%[46 µM] |
| CCN(CCN(C)C)C(=O)Cn1ncc2c([nH]c3ccc(C)cc32)c1=O | 8.5%[46 µM] |
| CCCn1c2ccccc2c2cnn(CC(=O)NCCc3ccc(C)cc3)c(=O)c21 | 11.6%[46 µM] |
| CCOc1ccc(CNC(=O)c2ccc3c(c2)sc2nc(-c4ccccc4)cn23)cc1 | 1.8%[46 µM] |

(continued)
SMILES	LMNA splice mod
CC1=C(c2ccc(C)c(C)c2)S(=O)(=O)N=C1N1CCC(C(=O)NC(C)c2ccccc2)CC1 (stereo unspecified)	16.8%[46 µM]
COc1ccccc1OCC(=O)Nc1nc(-c2ccc(Br)cc2)ns1	23.8%[46 µM]
CC(=O)c1ccc(N2C(=O)N(Cc3ccc(F)cc3)c3ccccc3S2(=O)=O)cc1	-15.9%[46 µM]
CCOC(=O)c1cc(-c2ccccc2)n(CC(=O)NC(C)c2ccccc2)c1C (stereo unspecified)	?
COc1ccc(C)cc1NC(=O)C1CCN(S(=O)(=O)c2ccc3c(c2)CCCN3C(C)=O)CC1	-10.6%[46 µM]
Cc1ccc(S(=O)(=O)C(CNC(=O)c2ccc(F)c(F)c2)c2ccco2)cc1 (stereo unspecified)	?
COc1cccc(OC)c1C(=O)Nc1cccc(-c2cn3ccsc3n2)c1	-10.4%[46 µM]
CCOc1ccc(N2CC(NC(=O)Cc3ccccc3)CC2=O)cc1 (stereo unspecified)	9.6%[46 µM]
COc1ccc([N+](=O)[O-])cc1NC(c1nnc(-c2ccccc2)o1)c1ccccc1F (stereo unspecified)	-1.8%[46 µM]
CCOc1ccc(NC(=O)CSC2=Nc3ccccc3C3=NC(Cc4ccccc4)C(=O)N23)cc1 (stereo unspecified)	12.6%[46 µM]
Cn1ccc2cc(S(=O)(=O)N3CCCC(C(=O)NCc4ccccc4F)C3)ccc21 (stereo unspecified)	?
COc1ccccc1-c1nnc(SCC(N)=O)o1	-7.6%[46 µM]
COC(=O)c1sc2cccc(F)c2c1S(=O)(=O)N1CCN(c2ccc(C)cc2C)CC1	?
CCCCc1nnc(SCc2cc(=O)c3cc(F)ccc3[nH]2)n1C	6.7%[46 µM]
CCOC(=O)C1CCN(C(=O)c2cc3ccc4ccc(C)[nH]c4c3n2)CC1	15.2%[46 µM]
Cc1cc(C)c(NC(=O)CCn2c(=O)c3cccn3c3ccccc32)c(C)c1	?
Cc1ccc2nc(CSc3nnc(NC(=O)CC(C)C)s3)cc(=O)n2c1	-18.7%[46 µM]
COc1ccc(-c2cn3c(n2)sc2cc(C(=O)NCCC4=CCCCC4)ccc23)cc1	?
CCC1CN(C(=O)N2CCC(C(=O)N3CCN(c4ccc(F)cc4)CC3)CC2)c2ccccc2O1 (stereo unspecified)	?
CCc1ccc(CN(C(=O)Nc2cccc(Cl)c2)c2ccccn2)cc1	-11.2%[46 µM]
CCOC(=O)c1cc(S(=O)(=O)Nc2ccc(Br)c(C)c2)[nH]n1	17.0%[46 µM]
COc1cc(OC)c(NC2(c3ccccc3)C(=O)c3ccccc3C2=O)cc1Cl	13.5%[46 µM]
Cc1ccc(C(=O)NCC(c2ccco2)S(=O)(=O)c2cccs2)cc1C (stereo unspecified)	-8.0%[46 µM]
CCOC(=O)c1ccccc1NS(=O)(=O)c1c(-c2ccc(C)cc2)csc1C(=O)OC	0.2%[46 µM]
Cc1ccc(NC(=O)N2CCN(c3cc(-c4noc(C)n4)ccc3C)CC2)c(F)c1	-18.7%[46 µM]
Cc1ccc(C)c(NC(=O)Cn2cc(C(=O)c3ccncc3)c(=O)c3cc(F)ccc32)c1	-7.2%[46 µM]
O=C(NCc1cccc(F)c1)c1ccc2nc(CCc3ccccc3)oc2c1	-0.6%[46 µM]
O=C(CSc1ccccc1)NCc1ccc2c(c1)CCN2C(=O)c1ccc(F)cc1	?
COc1cccc2sc(NC(=O)c3ccc4c(c3)OCCO4)nc12	?
Cc1ccc(C)c(N2CCN(C(=O)Nc3cn(CC(C)C)c(=O)c4ccccc34)CC2)c1	-17.7%[46 µM]
CC(=O)c1cccc(NC(=O)CCn2nc(C)c(S(=O)(=O)N(C)C)c2C)c1	2.0%[46 µM]
COc1cccc(CNC(=O)c2cc(Sc3cccc(Cl)c3)nc3ccccc23)c1	?
CCCCc1nn2c(=O)cc(COC(=O)c3ccccc3NC(=O)C(C)(C)C)nc2s1	6.6%[46 µM]
O=C(Nc1ccc(F)c(Cl)c1)c1cc(S(=O)(=O)N2CCc3ccccc3C2)ccc1F	-2.2%[46 µM]
Cc1ccc(-c2cc(C(=O)NC(C)c3ccccc3)c3ccccc3n2)cc1C (stereo unspecified)	-2.9%[46 µM]
Cc1c(Cl)cccc1NC(=O)Cn1cnc2nc3c(cc2c1=O)CCCC3	-12.8%[46 µM]
COc1ccc(-c2nc3ccc(C(=O)NCc4ccc(C)cc4)cc3nc2-c2ccc(OC)cc2)cc1	-17.6%[46 µM]
Cc1ccc(-n2ncc3c(NCCc4ccc(S(N)(=O)=O)cc4)ncnc32)cc1	7.6%[46 µM]
CCN(CC)CCCNC(=O)c1ccc2c(c1)NC(=O)C(CS(=O)(=O)Cc1ccc(F)cc1Cl)N2 (stereo unspecified)	-17.2%[46 µM]
COc1cc(OC)c(NC(=O)c2cnc(N3CCCC3)nc2C)cc1Cl	8.9%[46 µM]
CCC(C)NS(=O)(=O)c1ccc(N2CCCCS2(=O)=O)cc1 (stereo unspecified)	1.1%[46 µM]
Cc1ccc(-c2nc(CS(=O)CC(=O)O)c(C)o2)cc1 (stereo unspecified)	-8.4%[46 µM]
COc1ccccc1N1CCN(S(=O)(=O)CCNC(=O)C(c2ccccc2)c2ccccc2)CC1	-11.8%[46 µM]
Cc1oc2ncn(CC(C)C)c(=O)c2c1C(=O)NCCCN1CCCCC1	-2.4%[46 µM]
CC(=O)Nc1ccc(S(=O)(=O)Nc2cccc(-c3ccc(N4CCCCCC4)nn3)c2)cc1	?
O=C(Cn1nc(C(F)(F)F)c2c1CCCC2)Nc1ccc(Br)cc1	?
Cc1nn(C)c2c1c(C(F)(F)F)cc(=O)n2C(C)C(=O)NCc1ccccc1Cl (stereo unspecified)	0.6%[46 µM]
CCN(C(=O)CSc1ncc(S(=O)(=O)c2ccc(C)c(Cl)c2)c(=O)[nH]1)c1cccc(C)c1	-21.8%[46 µM]
Clc1ccccc1CSc1nc(NCCc2ccccc2)c2ccccc2n1	-14.4%[46 µM]
O=C(Nc1ccc(F)c(F)c1)c1cc(S(=O)(=O)NC2CCCC2)ccc1F	-24.2%[46 µM]
CCc1ccccc1N(C)C(=O)Cc1c(C(=O)O)c(C)cn1C	12.3%[46 µM]
CCN1CCN(c2csc3ccc(Cl)cc3c2=O)CC1	5.0%[46 µM]
O=C(c1cc(-c2ccc(Cl)cc2)n[nH]1)N1CCN(S(=O)(=O)c2ccc(Br)s2)CC1	10.3%[46 µM]
COc1ccccc1Nc1sc(C(=O)c2ccc3c(c2)OCO3)c(N)c1S(=O)(=O)c1ccccc1	-1.5%[46 µM]
CC(C)(C)OC(=O)N1CCC(c2c(C(=O)N3CCN(C(=O)c4ccco4)CC3)cnn2-c2ccc(F)cc2F)CC1	?
COc1ccccc1CNC(=O)C1CCCN(S(=O)(=O)c2ccc3c(c2)CCCN3C(C)=O)C1 (stereo unspecified)	-4.3%[46 µM]
O=C(COCc1cc(-c2ccco2)on1)Nc1cccc(O)c1	-5.5%[46 µM]
CC1CCCCN1C(=O)Cn1c(SCC(=O)N(C)c2ccccc2)nc2ccccc21 (stereo unspecified)	5.7%[46 µM]
CCOc1ccc(CCNC(=O)C2Cc3ccccc3N2C(=O)CC)cc1 (stereo unspecified)	10.6%[46 µM]
CCOC(=O)c1c(S(=O)(=O)NCC(=O)N2CCN(c3ccccc3)CC2)c(C)n(C)c1C	-14.1%[46 µM]
Cc1nc(N2CCOCC2)c2c(C(=O)N3CCN(c4cccc(C)c4C)CC3)c(C)oc2n1	?
Cc1cc(C)c(S(=O)(=O)NCc2ccc3c(c2)CCN3C(=O)c2ccccc2)c(C)c1	?
Cc1ccc(C)c(Nc2ncnc3c2cnn3-c2ccc(F)cc2)c1	?

An excerpt. The share of hits here may be higher or lower than overall.
